Compound activity from PubChem.
PAX8 reporter = lowers PAX8-driven luciferase in RMG-I cells | inhibition, % at 12.6 µM | hit rate 1.2% among 360,000 | RMG-I TPO-luciferase reporter, SteadyGlo, 24 h;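 active = mean replicate inhibition at least 60% with every replicate also reaching 60%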;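 also: luciferase light reporting Pax8 driven TPO promoter activity; plate controls were median of neutral control wells for no effect and mitoxantrone controls for full effect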
EWS-Fli block = blocks EWS/Fli oncoprotein-driven transcription. A673 NR0B1-luciferase reporter, viability-normalised. inhibition, % at 12.6 µM. hit rate 0.67% among 350,000;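 active = mean inhibition of at least 50% after viability correction, with every replicate also passing that limit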;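 also: firefly luciferase signal divided by Alamar Blue viability fluorescence both relative to DMSO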
LGR2 antag = blocks bursicon-induced cAMP signaling via Drosophila LGR2; hit rate 0.35% among 380,000; AID 720647; inhibition, % at 9.99 µM; HEK293 LGR2, CRE-luciferase, bursicon-stimulated, 4 h;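 active = drop in luminescence signal, shown as inhibition above about 50% in the replicate tests, limit read from the data, passing the limit was not always enough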;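 also: agonist challenge used bursicon conditioned medium at about half maximal strength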
ERAP1 inh = blocks human ERAP1 aminopeptidase activity; inhibition, % at 10.7 µM; hit rate 0.15% among 340,000; Q9NZ08; recombinant ERAP1, Leu-AMC fluorescence, 60 min; AID 652197;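 active = mean replicate inhibition of at least 30%, or all replicates individually reaching that 30% level; inactive = mean below 30% and not every replicate reaching it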;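 also: 0% = neutral control wells and 100% = L-leucinethiol positive control wells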
Target sequence (Q9NZ08 whole entry, looked up): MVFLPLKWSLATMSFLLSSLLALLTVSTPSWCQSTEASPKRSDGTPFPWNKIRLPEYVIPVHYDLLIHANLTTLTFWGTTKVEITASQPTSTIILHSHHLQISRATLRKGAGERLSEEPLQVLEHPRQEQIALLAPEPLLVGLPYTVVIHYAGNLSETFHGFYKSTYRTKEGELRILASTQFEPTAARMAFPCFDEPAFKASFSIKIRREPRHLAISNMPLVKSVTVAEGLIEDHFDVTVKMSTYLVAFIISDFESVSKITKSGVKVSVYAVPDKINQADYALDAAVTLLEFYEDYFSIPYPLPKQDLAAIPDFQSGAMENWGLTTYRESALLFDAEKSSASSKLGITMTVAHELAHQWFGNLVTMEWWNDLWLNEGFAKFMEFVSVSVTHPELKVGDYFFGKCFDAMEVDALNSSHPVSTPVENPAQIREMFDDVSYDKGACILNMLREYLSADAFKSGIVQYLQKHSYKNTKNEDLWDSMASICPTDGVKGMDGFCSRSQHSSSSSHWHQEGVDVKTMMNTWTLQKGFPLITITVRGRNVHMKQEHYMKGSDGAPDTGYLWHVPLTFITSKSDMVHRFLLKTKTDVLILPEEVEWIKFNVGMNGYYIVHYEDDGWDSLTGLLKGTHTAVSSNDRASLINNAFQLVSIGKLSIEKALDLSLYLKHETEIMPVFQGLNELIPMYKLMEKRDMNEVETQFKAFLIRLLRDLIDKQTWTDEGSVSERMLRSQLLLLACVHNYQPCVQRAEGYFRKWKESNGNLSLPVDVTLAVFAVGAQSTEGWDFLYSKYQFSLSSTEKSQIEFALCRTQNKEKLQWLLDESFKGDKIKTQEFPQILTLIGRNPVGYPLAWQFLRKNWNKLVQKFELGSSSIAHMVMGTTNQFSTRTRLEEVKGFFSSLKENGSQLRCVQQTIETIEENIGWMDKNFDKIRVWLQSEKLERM
PglD inh = blocks C. jejuni PglD acetyltransferase activity. hit rate 0.098% among 360,000. AID 602405. purified PglD enzyme, DTNB colorimetric CoA detection. inhibition, % at 12.5 µM; in the data active = inhibition above about 16%, passing the limit was not always enough; also: strong numbers were not always called active
S100A4 inh HTS = blocks human S100A4 binding to myosin IIA peptide. P26447. S100A4/TAMRA-MyoIIA peptide fluorescence polarization. inhibition, % at 10.7 µM. hit rate 0.14% among 360,000. AID 652163;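 active = mean inhibition of at least 70% across replicates, with every replicate also reaching that level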
Target sequence (P26447 whole entry, looked up): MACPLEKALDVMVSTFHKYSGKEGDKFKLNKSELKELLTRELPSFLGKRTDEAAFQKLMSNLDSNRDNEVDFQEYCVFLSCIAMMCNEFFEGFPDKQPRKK
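Test system – S100A4 monomer (human) · Compound – single-point compound testing · Schedule – 5 min incubation before reading · Probe or stimulus – TAMRA-labelled myosin IIA heavy-chain peptide probe, 5 nM · Benchmarks – neutral control DMSO, positive control TFP · Medium – Calcium-containing HEPES buffer, pH 7.2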
PGC1a acetyl inh = modulators of PGC1a acetylation | U2OS PGC1a acetylation, AlphaScreen anti-acetyl-lysine; with virally co-expressed GCN5 acetyltransferase | inhibition, % at 15.6 µM | hit rate 0.17% among 350,000 | AID 651687;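 active = every replicate shows inhibition of at least 40%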;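 also: 0% = neutral control wells and 100% = positive control wells; some results beyond the cut were filed as inactive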
FN deposition inh = fibronectin deposition inhibition | AID 743247 | AH1F fibroblasts, Alexa488-fibronectin deposition fluorescence, overnight | inhibition, % at 12.6 µM | hit rate 0.086% among 350,000;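 active = mean inhibition across replicates of 30% or more, regardless of how many single replicates reach that level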;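 also: positive control wells lacked labelled fibronectin entirely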
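Test system: AH1F fibroblast monolayer depositing Alexa488-labelled fibronectin into matrix. Input: 10000 cells per well. Technique: fluorescence, ex 485 nm, em 525 nm. Buffer or medium: DMEM plus 2% serum, read in PBS. Timing: 1 h cell adhesion before compound, then overnight fibronectin incubation. Compound: single dose, pinned. Read-out basis: inhibition from reduced deposited-fibronectin fluorescence.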
* hit, by the source's call; . = not tested or not shown.

SMILES	PAX8 reporter	EWS-Fli block	LGR2 antag	ERAP1 inh	PglD inh	S100A4 inh HTS	PGC1a acetyl inh	FN deposition inh
C/C=C/C(=O)OCC(=O)Nc1cccc(F)c1	-5	3	-8	9	.	2	5	0
CCN1[C@@H]2c3ccc(-c4ccccc4F)c(=O)n3C[C@H]1[C@H](CO)[C@H]2C(=O)NCCOC	-5	0	-3	-2	2	-24	1	.
CC(=O)C1C(c2ccccc2)c2c(noc2C)CC1(C)O (centres undefined)	19	11	-2	1	1	-4	7	8
Cc1ccc(S(=O)(=O)N[C@@H]2CC[C@@H](CCNC(=O)C3CCCC3)O[C@H]2CO)cc1	5	8	-5	1	3	-1	-2	0
C[C@@H]1CN([C@H](C)CO)C(=O)Cc2cc(NS(=O)(=O)c3ccccc3)ccc2O[C@@H]1CN(C)S(=O)(=O)c1ccccc1	11	-3	-12	-2	1	-1	-3	.
COc1ccc2c3c(n(C)c2c1)[C@@H](CO)N(Cc1ccncc1)CC31CN(C(=O)C2CCC2)C1	7	-3	1	1	.	10	.	.
O=C(O)CCCCCN1C(=O)c2ccc(C(=O)O)cc2C1=O	.	4	3	3	3	9	0	.
C[C@H]1CCCCO[C@H](CN(C)C(=O)Cc2ccccc2)[C@@H](C)CN([C@@H](C)CO)C(=O)c2cc(NS(=O)(=O)c3cn(C)cn3)ccc2O1	13	2	2	0	-4	4	11	.
COc1ccc(S(=O)(=O)Nc2ccc3c(c2)C(=O)N([C@H](C)CO)C[C@H](C)[C@H](CN(C)C(=O)Nc2cccc4ccccc24)O3)cc1	.	-2	2	1	-4	7	14	.
COc1ccc(CCN(C)C/C=C/c2ccccc2[N+](=O)[O-])cc1OC	6	16	11	0	-1	0	.	12
COc1cccc(C2CC(c3ccc(Cl)cc3Cl)n3nc(N)nc3N2)c1 (centres undefined)	-7	2	8	-3	6	6	.	2
COc1cc2[nH]c(=O)n(CCC(=O)NCCCN3CCN(c4ccccc4F)CC3)c(=O)c2cc1OC	1	2	-10	.	-2	8	-2	-18
O=C(Nc1cccc(F)c1)Nc1ccc2c(c1)OCO2	-238	.	-64	5	-5	2	.	.
CCCN1C[C@H](C)[C@H](OC)CN(C)C(=O)c2ccc(NC(=O)COC)cc2OC[C@@H]1C	-2	-6	3	-1	3	0	.	2
Cc1oc(/N=C/c2ccc(F)cc2)c(C#N)c1C	10	8	-3	1	-4	-12	-8	1
Cc1ccc(CN2CCNC(=O)C2CC(=O)N(C)CCc2cnn(C)c2)cc1 (centres undefined)	-2	1	4	-1	-2	0	1	.
O=c1cc(CSc2nnnn2-c2ccccc2)nc2sccn12	11	-13	6	-3	.	10	.	8
CO[C@H]1CN(C)C(=O)c2cc(NC(=O)C3CCOCC3)ccc2OC[C@@H](C)N(C(=O)c2ccccc2)C[C@H]1C	.	0	-7	.	.	.	-30	-1
O=C(Nc1cccc(C(=O)N2CCCC2)c1)C1CCCCC1	-11	-13	4	.	-1	20	1	4
COC(=O)c1ccc(NC(=O)Nc2ccc3c(c2)OCO3)cc1	-90	-22	-48	-3	6	-5	.	.
COCC#Cc1ccc([C@H]2[C@H]3CN(S(=O)(=O)c4ccccc4C)CCCCN3[C@H]2CO)cc1	3	-7	13	.	1	.	-1	.
C[C@@H]1CN([C@H](C)CO)C(=O)Cc2cc(NS(=O)(=O)c3cn(C)cn3)ccc2O[C@@H]1CN(C)C(=O)Nc1ccccc1	3	-2	-18	3	-5	8	3	.
N#Cc1c(-c2ccccc2)nc(SCC(=O)N(c2ccccc2)c2ccccc2)[nH]c1=O	20	12	10	1	4	-4	14	-4
CC1(C)OC(=O)C=C(CC2NS(=O)(=O)OC3CCCCC23)O1 (centres undefined)	-8	4	.	7	2	-2	0	-1
O=C(NC(=S)NC1CCCC1)c1ccccc1Br	-10	.	-4	.	-4	.	-1	5
SMILES	PAX8 reporter	EWS-Fli block	LGR2 antag	ERAP1 inh	PglD inh	S100A4 inh HTS	PGC1a acetyl inh	FN deposition inh
CO[C@H]1CN(C)C(=O)c2ccc(NC(=O)CC(F)(F)F)cc2OC[C@@H](C)N(S(=O)(=O)c2cn(C)cn2)C[C@@H]1C	-1	2	0	0	-1	-26	0	5
CC(C)c1ccc(C2NC(=O)CCC2[N+](=O)[O-])cc1 (centres undefined)	7	9	4	0	.	1	-3	0
Cc1cc(C)cc(C(=O)OCC(=O)NC(=O)NC2CCCC2)c1	-8	-5	-15	2	3	4	-3	8
O=C(Cn1cnc2c(NCc3ccccc3)ncnc21)NCc1ccccc1	18	56*	7	3	1	-1	7	23
COc1ccc(NC(=O)Nc2ccc3c(c2)CC(=O)N([C@H](C)CO)C[C@@H](C)[C@@H](CN(C)S(=O)(=O)c2ccc(Cl)cc2)O3)cc1	.	2	-3	2	.	-27	0	12
Cc1ccc(NC(=O)c2cc(S(=O)(=O)N3CCOCC3)c(Br)s2)cc1	11	8	5	1	.	2	.	9
CSc1ccc(CN2C(=O)NC3(CCCCC3)C2=O)cc1	-10	-4	12	2	4	2	-8	-13
CCCNC(=O)Nc1ccc2c(c1)OC[C@H](C)N(Cc1ccc(-c3ccccn3)cc1)C[C@@H](C)[C@@H](OC)CN(C)C2=O	100*	24	-10	2	0	12	4	-4
Cc1ccn2c(=O)nc(SCC(=O)Nc3cc(C)on3)nc2c1	-8	-5	5	-2	-3	3	16	-2
C[C@H](NC(=O)c1nc[nH]c1C(=O)N[C@@H](Cc1ccccc1)C(=O)OCc1ccccc1)C(=O)OCc1ccccc1	-12	-17	-2	3	0	5	-9	7
C[C@@H]1CN([C@@H](C)CO)S(=O)(=O)c2ccc(C3=CCCC3)cc2O[C@@H]1CN(C)C(=O)c1ccccc1	.	14	10	-1	0	-14	0	.
CC(C)NC(=O)Nc1ccc2c(c1)CC(=O)N([C@@H](C)CO)C[C@H](C)[C@H](CN(C)Cc1ccc(C(=O)Nc3ccccc3N)cc1)O2	21	5	-43	0	.	-21	1	.
COc1nc(C)cc(C)c1S(=O)(=O)c1ccccc1C	-3	-3	0	0	.	2	.	-8
CCOC(=O)C1=C(C)NC(C)=C(C(=O)OC)C1c1cccc([N+](=O)[O-])c1 (centres undefined)	12	-4	-3	-2	4	0	-19	1
CCCc1cc(=O)[nH]c(SCC(=O)N2C(C)CCCC2C)n1 (centres undefined)	5	0	-7	-1	-1	-4	.	2
O=C(O)/C=C/c1ccc2noc(-c3ccccc3)c2c1	-8	-17	4	.	-5	-3	5	7
O=C1c2ccccc2S(=O)(=O)c2cc(C(=O)N3CCCC3)ccc21	-9	18	-2	-7	5	-8	.	-10
O=C(O)C1=CCCN(CCON=C(c2ccccc2)c2ccccc2)C1	-13	-5	-6	-2	6	-4	7	-2
CN(CC(=O)O)S(=O)(=O)c1ccc2[nH]c(=O)c(=O)[nH]c2c1	-12	1	7	3	.	14	1	18
C=CCn1c2c(c(=O)[nH]c1=S)CN(C(C)c1ccccc1)CN2 (centres undefined)	-6	2	3	-3	0	0	-3	-9
CC(C)S(=O)(=O)N1CCCC(c2cc(C(=O)NCc3ccccc3)no2)C1 (centres undefined)	-15	5	-1	10	0	0	-3	-1
CCCC#Cc1cnc2c(c1)C(=O)N([C@@H](C)CO)C[C@H](C)[C@@H](CN(C)S(=O)(=O)c1cn(C)cn1)O2	-21	1	18	-1	-1	13	-5	.
CC(=O)Nc1cc(NC(C)=O)cc(C(=O)N2CCCC3CCCCC32)c1 (centres undefined)	5	-6	-4	-3	-1	0	.	-2
COc1cccc(C2c3[nH]c4ccccc4c3C[C@H]3C(=O)N(CCCOC(C)C)CC(=O)N23)c1 (some centres undefined)	11	7	2	1	-4	-1	5	-4
COC(=O)[C@@]1(Cc2ccc(F)cc2)[C@H]2c3cc(C(=O)N4CCCC4)n(CCc4ccccn4)c3C[C@H]2CN1C(=O)c1ccccc1	5	3	32	1	.	-4	.	44*

Reprinted from the part before: six compounds, then new ones.
SMILES	PAX8 reporter	EWS-Fli block	LGR2 antag	ERAP1 inh	PglD inh	S100A4 inh HTS	PGC1a acetyl inh	FN deposition inh
C=CCn1c2c(c(=O)[nH]c1=S)CN(C(C)c1ccccc1)CN2 (centres undefined)	-6	2	3	-3	0	0	-3	-9
CC(C)S(=O)(=O)N1CCCC(c2cc(C(=O)NCc3ccccc3)no2)C1 (centres undefined)	-15	5	-1	10	0	0	-3	-1
CCCC#Cc1cnc2c(c1)C(=O)N([C@@H](C)CO)C[C@H](C)[C@@H](CN(C)S(=O)(=O)c1cn(C)cn1)O2	-21	1	18	-1	-1	13	-5	.
CC(=O)Nc1cc(NC(C)=O)cc(C(=O)N2CCCC3CCCCC32)c1 (centres undefined)	5	-6	-4	-3	-1	0	.	-2
COc1cccc(C2c3[nH]c4ccccc4c3C[C@H]3C(=O)N(CCCOC(C)C)CC(=O)N23)c1 (some centres undefined)	11	7	2	1	-4	-1	5	-4
COC(=O)[C@@]1(Cc2ccc(F)cc2)[C@H]2c3cc(C(=O)N4CCCC4)n(CCc4ccccn4)c3C[C@H]2CN1C(=O)c1ccccc1	5	3	32	1	.	-4	.	44*
CC(C)[C@H]1COCCS(=O)(=O)N1Cc1ccccc1-c1cccc(Cl)c1	7	13	2	-6	0	1	.	-5
O=C(O)CC/C(=N\NC(=O)CNC(=O)/C=C/c1ccccc1)c1ccccc1	11	-3	6	2	26*	11	-6	15
O=C(C[C@H]1CC[C@@H]2[C@H](COC[C@@H](O)CN2Cc2ccc(Cl)cc2)O1)NCc1ccccc1Cl	21	4	6	-1	1	-3	-10	-10
C[C@H](CO)N1C[C@H](C)[C@@H](CN(C)C)Oc2ccc(NS(=O)(=O)c3ccc(Cl)cc3)cc2CC1=O	7	8	-13	-1	2	-1	2	.
Cc1ccc(Nc2c(O)nc[nH]c2=O)cc1	2	2	-1	5	-2	-24	10	-1
O=C(Nc1cccc(Cl)c1Cl)c1ccco1	-103	-40	-39	3	1	2	.	-4
COc1cccc(C2C(C(=O)c3cc4ccccc4o3)=C(O)C(=O)N2c2cc(C)on2)c1 (centres undefined)	16	-6	2	-1	-5	2	-3	-1
Cc1ccc(C(=O)Nc2ccc3ncccc3c2)cc1	22	66*	74*	1	2	-5	.	1
COc1ccc(S(=O)(=O)N(C)[C@H]2C[C@H]3c4cc(-c5ccccc5)ccc4CCN3C(=O)[C@H]2[C@H](C)O)cc1	42	6	2	.	3	-23	8	2
CC(=O)Nc1ccc2c(c1)C(=O)N(C)[C@@H]1CC[C@@H](CC(=O)NCC3CCCCC3)O[C@@H]1CO2	-4	8	8	.	-2	.	10	-5
CCOC(=O)c1c(NC(C)=O)sc2c1CCN(Cc1ccccc1)C2	-3	-12	-22	4	5	-1	-17	-1
COC(=O)c1c(NC(C)=O)csc1C	3	10	-4	-1	6	-2	21	1
C[C@H]1CN([C@@H](C)CO)C(=O)c2cccc(NC(=O)c3ccncc3)c2O[C@@H]1CN(C)S(=O)(=O)c1cn(C)cn1	.	0	10	1	2	10	5	.
COc1ccc(S(=O)(=O)N(C)C[C@@H]2Oc3ccc(NC(=O)NC4CCCCC4)cc3C(=O)N([C@@H](C)CO)C[C@H]2C)cc1	.	-1	15	-3	-1	15	5	-3
COc1ccccc1NC(=O)COC(=O)c1ccccc1OCC(=O)Nc1ccc(SC(F)F)cc1	32	2	.	-6	4	13	-1	-3
COCC(=O)N1[C@@H]2c3cccc(=O)n3C[C@@H]2[C@@H](CO)[C@@H]1C(=O)NCc1ccccc1F	-2	-2	0	0	-2	-2	.	.

Structures above shown as hits in LGR2 antag:
SMILES | LGR2 antag | ERAP1 inh | PglD inh | S100A4 inh HTS | PGC1a acetyl inh
Cc1ccc(C(=O)Nc2ccc3ncccc3c2)cc1 | 74* | 1 | 2 | -5 | .
